SF1 activator: activates the human nuclear receptor SF-1; Q13285; CHO-K1 Gal4-SF-1 LBD luciferase reporter; % increase over DMSO SF-1-specific signal; activation, % at 10 µM; hit rate 1.9% among 65,000;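 active means activation above the mean activation of all tested compounds plus 3 SD, cut at about 50% in these data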
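Assay system: CHO-K1 cells co-transfected with Gal4 DBD–human SF-1 LBD, 5xGal4 luciferase reporter / Input: 4,000 cells per well / Incubation: 20 h compound exposure at 37 °C after 1 h cell settling / Detection: SteadyLite luciferase luminescence / Control set: DMSO negative control and −SF1 background wells / Replication: one test per compound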
M1 agonist: agonists of M1 muscarinic receptor; hit rate 3% among 64,000; CHO-M1 cells, Fluo-4 calcium fluorescence, agonist mode; stronger effect = higher value; B-score at 10 µM; AID 626;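 active means fluorescence rise, raw or as B-score row- and column-corrected plate score, outside the 99.7% band of its plate's samples, either direction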
Fluor 339 460: intrinsic fluorescence of library compounds, ex339/em460 – biochemical, MLSMR library, data from DPM-DC assay, artefact control, profiling panel | compound autofluorescence, ex339/em460 nm, NADH buffer; stronger effect = higher value; 1 = no-compound wells, NADH background | fluorescence fold increase at 10 µM | hit rate 5.5% among 65,000 | AID 709;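 active means at 10 µM, mean starting fluorescence two-fold or more over control wells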;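 further: signal is the first read of a kinetic run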
NADH enzymes: inhibitors of enzymes used to reach an NAD/NADH endpoint; IC50, µM (highest dose often 10 µM), for the others: at the top dose inhibition; hit rate 0.02% among 65,000; coupled PK/LDH NADH assays, four targets;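 active means single-dose screening hits from any of four coupled enzyme assays that gave an IC50 when retested across doses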;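 further: the DPM-DC format reads NADH fluorescence rather than 340 nm absorbance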
Ec RNAP inh: Escherichia coli RNA polymerase inhibition | P0A8V2 | E. coli RNA polymerase, fluorescence transcription assay | inhibition, %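 (tested at 10 µM)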 | hit rate 0.2% among 62,000; in the data active means inhibition above about 20%;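 further: 0% = enzyme without compound and 100% = no enzyme blank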
tolC growth inh: growth inhibitors of E. coli BW25113 tolC mutant; OD615; growth inhibition, % at 10 µM (by protocol); hit rate 2.2% among 65,000; AID 573;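 active means growth inhibition at or above a cutoff equal to the mean over every tested compound plus 3 SD, cut at about 60% in these data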;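 further: growth measured after 20 h incubation at 37 °C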
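Test system: tolC-deleted E. coli BW25113 | Medium: LB with kanamycin 50 µg/mL | Compound dosing: Single concentration, 10 µM final per compound | Schedule: 37 °C, 20 h exposure | Measured by: OD at 615 nm | Evaluation: Percent growth inhibition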
M1 antagonist: blocks the rat M1 muscarinic receptor response to acetylcholine | hit rate 3.4% among 64,000 | B-score at 10 µM | AID 628 | P08482 | CHO-M1 cells, Fluo-4 calcium, ACh EC80 antagonist mode; stronger effect = lower value;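 active means calcium fluorescence response, raw or row-and-column corrected B-score, differing from the plate sample mean either way at a set confidence level, mostly lower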
Target sequence (P08482 whole entry, looked up): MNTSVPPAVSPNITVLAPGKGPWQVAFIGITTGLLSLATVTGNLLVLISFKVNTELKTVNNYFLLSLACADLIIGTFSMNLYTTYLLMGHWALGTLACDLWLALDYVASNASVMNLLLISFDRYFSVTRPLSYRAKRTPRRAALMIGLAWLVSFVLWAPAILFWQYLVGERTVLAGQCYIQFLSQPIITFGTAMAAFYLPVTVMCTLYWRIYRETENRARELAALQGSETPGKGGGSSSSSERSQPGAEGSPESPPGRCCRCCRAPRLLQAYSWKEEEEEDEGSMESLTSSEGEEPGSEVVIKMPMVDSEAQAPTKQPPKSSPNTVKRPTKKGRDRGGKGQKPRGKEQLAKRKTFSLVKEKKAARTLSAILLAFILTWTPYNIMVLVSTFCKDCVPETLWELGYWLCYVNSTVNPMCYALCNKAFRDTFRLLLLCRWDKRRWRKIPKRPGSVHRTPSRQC
RORa activator: activates the human nuclear receptor RORA | activation, % at 10 µM | CHO-K1 Gal4-RORA LBD luciferase reporter, luminescence; percent increase over mock-subtracted basal signal | AID 560 | P35398 | hit rate 1.5% among 65,000;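 active means activation above the mean of all tested compounds plus 3 SD, cut at about 49% in these data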;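 further: 0% = DMSO-treated RORA cells and 100% = added signal equal to DMSO minus mock-transfected cells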
Target sequence (P35398 whole entry, looked up, the tested form may be a part): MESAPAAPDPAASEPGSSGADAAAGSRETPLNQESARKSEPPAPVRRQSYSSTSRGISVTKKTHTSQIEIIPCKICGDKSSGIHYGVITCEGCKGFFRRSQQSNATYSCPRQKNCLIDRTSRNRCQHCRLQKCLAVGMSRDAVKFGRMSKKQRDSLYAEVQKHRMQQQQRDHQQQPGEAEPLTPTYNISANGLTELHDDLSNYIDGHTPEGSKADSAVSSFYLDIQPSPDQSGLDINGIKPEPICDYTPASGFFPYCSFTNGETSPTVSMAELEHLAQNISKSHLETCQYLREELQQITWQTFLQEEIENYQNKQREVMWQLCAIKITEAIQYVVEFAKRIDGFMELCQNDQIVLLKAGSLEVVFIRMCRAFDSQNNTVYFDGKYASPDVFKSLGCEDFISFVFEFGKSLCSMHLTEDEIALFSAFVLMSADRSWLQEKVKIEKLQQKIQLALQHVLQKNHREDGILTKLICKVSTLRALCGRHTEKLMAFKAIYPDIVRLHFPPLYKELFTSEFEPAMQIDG
TNAP act mid DEA: activators of human TNAP at intermediate phosphate acceptor; P05186; purified TNAP, CDP-star luminescence, 100 mM DEA, 30 min; stronger effect = higher value; scale: 0 levamisole-inhibited, 1 vehicle-only enzyme; activation factor at 20 µM; 64,000 tested, under 10 active; AID 813;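 active means activation factor of at least 2 at 20 µM, relative to controls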
Starred values were filed as active, the others as inactive; . = no result given; [ ] = remark or other dose. Compounds were not picked by outcome. About 15% of those tested had a hit in this group.

SMILES	SF1 activator	M1 agonist	Fluor 339 460	NADH enzymes	Ec RNAP inh	tolC growth inh	M1 antagonist	RORa activator	TNAP act mid DEA
CC(=O)C1=C(C)NC(SCC(=O)c2ccc(Cl)cc2Cl)=C(C#N)C1c1ccco1 (stereo not drawn)	6.8	-0.63	1.1	3.0%	7.3	48.2	-0.161	22.3	0.9
Cc1cccc(N=C2NC(=O)CS2)c1C	-10.5	1.17	1.01	4.0%	-1.0	-12.5	-0.41	-10.2	0.7
CCC(C)Sc1nc2c(c(=O)n1C)SC(C)C2 (stereo not drawn)	-11.0	-0.0197	1.1	3.0%	-1.9	13.1	-1.11	7.1	0.9
Cn1cc(CNC(=O)C2CCCCC2)cn1	5.5	0.621	1.02	6.0%	7.6	-14.9	-0.331	-0.6	0.9
COc1ccc(C(=O)NCCn2ccc3ccccc32)cc1	58.2*	0.015	1.03	3.0%	11.0	-2.1	0.22	56.9*	0.9
CCCC(c1nnnn1CCOC)N1CCN(c2cccc(OC)c2)CC1 (stereo not drawn)	0.5	0.367	1.14	9.0%	2.9	-11.2	-1.33	21.8	1
O=C(NCCCN1CCOCC1)c1csc2c1CCCC2	-74.0	0.392	1.09	6.0%	4.6	-10.2	0.0296	4.1	1
COc1ccccc1C1C2=C(N=C3SCC(=O)N31)c1ccccc1CC2 (stereo not drawn)	-26.5	-0.266	1.14	4.0%	2.6	-16.9	0.183	14.0	1
COc1ccc(NC(=O)c2ccc3c(c2)C(=O)N(Cc2cccnc2)C3=O)cc1	-1.4	0.213	1.06	3.0%	4.2	-5.1	-0.591	-27.6	0.9
COC(=O)CSc1ncc(C#N)c(N)n1	13.1	-0.124	1.23	2.0%	4.6	-19.1	0.105	12.5	0.9
O=C(Nc1nncs1)c1ccccc1NS(=O)(=O)c1cccs1	17.5	1.3	2.5*	3.0%[fluoresces]	-4.4	25.1	-0.293	2.5	0.9
COCCN(C(=O)Nc1ccc(OC)cc1OC)C1CCN(C(C)=O)CC1	11.0	-0.821	1.12	6.0%	7.3	-10.5	0.0865	-14.9	0.9
Cc1ccc(OCCn2c(C)c(/C=N/n3cnnc3)c3ccccc32)cc1	11.2	-1.03	0.98	15.0%	2.3	23.9	0.0603	24.4	1
COc1ccccc1-c1n[nH]c(=S)n1-c1ccccc1	9.7	-0.385	1.13	0.0%	2.6	-2.4	0.0112	6.3	0.8
COC(=O)c1ccccc1NC(=O)COc1ccc(S(=O)(=O)N2CCCC2)cc1C	-8.5	-0.309	1.03	9.0%	-10.9	-10.3	-0.357	-16.6	0.9
Cc1ccc(-c2c3c(=O)n(C)c(=O)n(C)c3cn2Cc2cccnc2)cc1	-10.3	0.0141	1.4	8.0%	1.6	-7.5	-0.546	-5.3	0.9
CCOC(=O)CCc1c(C)c2ccc(OCC(=O)OC(C)C)cc2oc1=O	-9.3	-0.694	3.69*	5.0%[fluoresces]	6.7	12.2	-2.4*	-15.2	0.9
O=C(Nc1ccc(S(=O)(=O)N2CCCCCC2)cc1)c1ccc(Br)o1	13.1	-1.01	1.09	8.0%	12.3	39.7	-1.76	50.0*	0.9
CC(=O)N(CN1C(=O)c2ccccc2C1=O)c1cccc(C)c1	-6.2	-0.422	1.07	5.0%	2.8	-21.6	0.33	-10.5	0.9
CCn1c(Cc2ccc(OC)cc2)nnc1SCC(=O)Nc1nc2ccccc2s1	-14.5	0.0764	1.09	6.0%	6.7	-8.3	0	13.6	0.9
CN(C)CCOC(=O)Cc1ccc(Cl)cc1	-3.7	-0.0145	1.07	4.0%	9.3	0.8	0.565	-8.9	0.8
CC1=C(C(=O)Nc2ccc(Cl)cc2)C(c2cccs2)n2nnnc2N1 (stereo not drawn)	-18.2	-1.49	1.11	4.0%	7.0	13.1	0.13	-7.2	1
O=C(C1CCC1)N1CCc2cc(S(=O)(=O)NCC3COc4ccccc4O3)ccc21 (stereo not drawn)	7.5	-0.738	1.19	3.0%	9.6	12.4	0.603	-15.5	0.9
COc1ccc(C2c3c(oc4ccccc4c3=O)C(=O)N2c2ccccn2)cc1 (stereo not drawn)	-5.3	0.279	1.1	4.0%	5.9	4.0	0.321	-9.4	1
c1ccc(Cc2nnc(-c3ccccc3)o2)cc1	44.9	0	1.09	3.0%	.	1.1	0.726	50.5*	0.9

Entries of single compounds, looked up by structure. Order of values: SF1 activator | M1 agonist | Fluor 339 460 | NADH enzymes | Ec RNAP inh | tolC growth inh | M1 antagonist | RORa activator | TNAP act mid DEA
`O=C(Nc1ccc(S(=O)(=O)N2CCCCCC2)cc1)c1ccc(Br)o1` across the screens: 13.1 | -1.01 | 1.09 | 8.0% | 12.3 | 39.7 | -1.76 | 50.0* | 0.9
`CN(C)CCOC(=O)Cc1ccc(Cl)cc1` across the screens: -3.7 | -0.0145 | 1.07 | 4.0% | 9.3 | 0.8 | 0.565 | -8.9 | 0.8
`COc1ccccc1-c1n[nH]c(=S)n1-c1ccccc1` across the screens: 9.7 | -0.385 | 1.13 | 0.0% | 2.6 | -2.4 | 0.0112 | 6.3 | 0.8
`COc1ccc(NC(=O)c2ccc3c(c2)C(=O)N(Cc2cccnc2)C3=O)cc1` across the screens: -1.4 | 0.213 | 1.06 | 3.0% | 4.2 | -5.1 | -0.591 | -27.6 | 0.9
`CCOC(=O)CCc1c(C)c2ccc(OCC(=O)OC(C)C)cc2oc1=O` across the screens: -9.3 | -0.694 | 3.69* | 5.0%[fluoresces] | 6.7 | 12.2 | -2.4* | -15.2 | 0.9

Remaining list, next part
SMILES	SF1 activator	M1 agonist	Fluor 339 460	NADH enzymes	Ec RNAP inh	tolC growth inh	M1 antagonist	RORa activator	TNAP act mid DEA
COc1ccc2c(c1OC)C(=O)N1c3ccccc3C(=O)N(c3ccc(F)cc3)C21 (stereo not drawn)	-4.5	13*	1.1	3.0%	-7.3	10.2	-1.7	-8.8	1
N#Cc1c(NC(=O)c2ccncc2)sc2c1CCC2	2.7	-1.36	1.07	0.0%	1.2	8.7	0.251	28.0	0.9
Cc1nn2cc(-c3ccccc3)nc2s1	-7.0	1.39	1.15	7.0%	2.6	-3.1	1.21	10.1	1
C=CCOc1cccc(C2C(C(=O)c3ccco3)=C(O)C(=O)N2Cc2ccncc2)c1 (stereo not drawn)	10.1	0.0905	0.93	7.0%	3.1	-6.5	0.603	0.4	0.9
CS(=O)(=O)c1ccc(Cl)c(NC(=O)COC(=O)CNC(=O)c2ccc(Br)o2)c1	-14.5	-0.264	1.06	2.0%	-2.9	-3.3	2.07	-13.3	1
COc1cccc(-n2cc3c(=O)n(C)c(=O)n(C)c3c2)c1	5.3	0.657	1.45	7.0%	5.7	-11.6	0.0244	10.8	1
COc1ccc(-c2cc(C(F)(F)F)n3nc(C(=O)Nc4cc(C)on4)cc3n2)cc1OC	-1.4	23.9*	3.82*	1.0%[fluoresces]	1.3	-10.4	-0.435	-1.3	1
Cc1ccc(-c2cc(C(=O)NCc3ccco3)no2)cc1	47.8	-0.339	1.1	4.0%	0.7	-12.2	0.841	32.2	0.9
COc1cc(OC)c(C2N(c3ccc(Cl)c(Cl)c3)C(=O)C3CCCN32)cc1OC (stereo not drawn)	8.7	-0.325	1.25	4.0%	0.0	-12.5	0.289	4.8	0.9
CC(C)(C)c1ccccc1OCC(=O)NCCC(=O)O	-17.6	-0.728	1.03	6.0%	0.4	-11.8	-2.84*	-4.7	0.9
CC(=O)c1cccc(S(=O)(=O)N(Cc2cc3cc4c(cc3[nH]c2=O)OCCO4)CC2CCCO2)c1 (stereo not drawn)	4.8	0.318	1.38	8.0%	4.5	-19.5	0.00515	-10.9	0.9
O=C(Cn1[nH]c(=O)c2ccccc2c1=O)NCc1cccnc1	-1.2	0.963	0.96	6.0%	8.8	-16.7	0.465	11.3	0.9
CC(=O)Nc1nc(-c2ccccc2)nc(C)c1C(C)=O	-7.8	0.0164	1	6.0%	-9.0	3.0	0.189	-16.1	1
CCc1ccccc1NC(=O)COC(=O)C1CC(=O)N(c2ccc(F)cc2)C1 (stereo not drawn)	-9.0	-0.66	1.08	3.0%	6.4	1.9	0.197	-17.4	1
CCOC(=O)c1cc2n(c1C)-c1ccccc1C2=O	33.3	0.122	1.02	6.0%	8.0	16.4	0.356	21.7	0.9
O=C(CN1CCC(O)(c2ccc(F)cc2)CC1)NCc1ccc(F)cc1	11.8	-0.453	1.14	3.0%	-1.5	-3.2	-0.512	-1.0	0.9
Cc1[nH]nc2c1C(C(C)C)C(C#N)=C(N)O2 (stereo not drawn)	0.5	-0.046	1.04	5.0%	6.5	-7.2	-1.24	8.6	0.9
Nc1nc2n(n1)C(c1ccco1)CC(c1ccc(Cl)cc1)N2 (stereo not drawn)	-0.7	0.168	1.52	0.0%	2.4	-0.5	-0.348	7.5	0.9
CCc1ccccc1N(CC(=O)N1CCN(c2ccccc2)CC1)S(C)(=O)=O	17.9	-0.656	1.1	0.0%	.	8.7	0.0307	10.4	0.9
Cc1ccc(C(=O)Nc2ccccc2N2CCN(C(=O)C(C)C)CC2)cc1C	2.4	-0.033	1.06	6.0%	5.1	15.9	-0.0402	14.6	0.9
O=C(NCc1ccc(F)cc1)c1cc(-c2ccco2)on1	5.4	-0.733	1.06	4.0%	2.5	-8.9	-3.86*	-4.5	0.8
COc1cc(OC)cc(-c2nnc(SCC(=O)N3CCCc4ccccc43)o2)c1	8.8	-0.025	1.09	7.0%	6.7	48.7	-0.116	13.5	0.9
CCN(CC)S(=O)(=O)c1ccc2c(c1)nc(SCC(=O)NC1CC1)n2-c1ccccc1OC	3.0	-0.22	1.09	1.0%	-3.0	39.1	-0.0569	-4.8	0.8
O=C(Cn1cnc2ccccc2c1=O)c1c[nH]c2ccccc12	9.2	-0.00429	1.12	4.0%	4.2	-0.7	-0.41	23.1	0.9
COc1ccc(C=NCCC2(O)CC(C)N(C)CC2C)cc1 (stereo not drawn)	-11.3	-0.341	1.06	1.0%	0.6	-3.3	1.29	-9.2	0.9
Additional entries follow.
SMILES	SF1 activator	M1 agonist	Fluor 339 460	NADH enzymes	Ec RNAP inh	tolC growth inh	M1 antagonist	RORa activator	TNAP act mid DEA
O=C(CSc1nnc(Cc2cccs2)n1Cc1ccco1)Nc1ccc(Br)cc1	-7.8	0.116	1.11	4.0%	7.5	100.0*	0.892	-12.6	1
Cn1c(=O)[nH]c(=O)c2c1nc(NCCc1ccccc1)n2CC(O)COc1ccccc1 (stereo not drawn)	6.7	0.297	1.16	4.0%	-1.9	-0.3	-0.697	33.2	0.9
Cn1c(=O)c2c(n(C)c1=O)=NC1(CCCCC1)ON=2	-14.7	-0.652	1.08	6.0%	6.2	-15.5	0.324	6.3	0.9
Cc1noc(C)c1COC(=O)CCc1nc2ccccc2s1	-8.7	0.374	1.12	3.0%	6.7	-8.3	2.15	-9.0	0.9
Cc1cc(C(F)(F)F)c(C#N)c(SCC(=O)NC2CC2)n1	-6.7	0.0289	1.1	7.0%	-3.8	16.2	-0.615	4.4	0.9
Cc1nn(-c2ccccc2)c2sc(C(=O)N(CC(=O)NC(C)(C)C)Cc3ccco3)cc12	7.3	-0.36	1.18	6.0%	8.3	74.9*	-0.068	21.5	0.9
CC(C)C(=O)Nc1cccc(NC(=O)c2cccnc2)c1	-14.0	-0.143	1.07	2.0%	2.0	6.5	-1.09	-17.3	0.9
Nc1nc2ccccc2n1CCN1CCCC1	9.6	0.0525	1.06	2.0%	3.1	-19.7	0.301	-0.3	0.9
COc1nc(OC)nc(N2CCC(C(=O)NC3CCCCCC3)CC2)n1	3.4	-0.666	1.03	5.0%	2.3	-10.3	1.7	1.0	0.9
